# EPAC2 agonist – EPAC2 (human) agonism. Q8WZA2. EPAC2 activation, biochemical qHTS; response scale: 100% = 6.5 mM cAMP response. Potency, µM (top dose mostly 154 µM), for inactives: at the highest dose activation, actives largely listed as activators. 360,000 compounds, 0.079% hits; note: nearly all actives have a fitted effect of over 50% in size
# Target sequence (Q8WZA2 whole entry, looked up): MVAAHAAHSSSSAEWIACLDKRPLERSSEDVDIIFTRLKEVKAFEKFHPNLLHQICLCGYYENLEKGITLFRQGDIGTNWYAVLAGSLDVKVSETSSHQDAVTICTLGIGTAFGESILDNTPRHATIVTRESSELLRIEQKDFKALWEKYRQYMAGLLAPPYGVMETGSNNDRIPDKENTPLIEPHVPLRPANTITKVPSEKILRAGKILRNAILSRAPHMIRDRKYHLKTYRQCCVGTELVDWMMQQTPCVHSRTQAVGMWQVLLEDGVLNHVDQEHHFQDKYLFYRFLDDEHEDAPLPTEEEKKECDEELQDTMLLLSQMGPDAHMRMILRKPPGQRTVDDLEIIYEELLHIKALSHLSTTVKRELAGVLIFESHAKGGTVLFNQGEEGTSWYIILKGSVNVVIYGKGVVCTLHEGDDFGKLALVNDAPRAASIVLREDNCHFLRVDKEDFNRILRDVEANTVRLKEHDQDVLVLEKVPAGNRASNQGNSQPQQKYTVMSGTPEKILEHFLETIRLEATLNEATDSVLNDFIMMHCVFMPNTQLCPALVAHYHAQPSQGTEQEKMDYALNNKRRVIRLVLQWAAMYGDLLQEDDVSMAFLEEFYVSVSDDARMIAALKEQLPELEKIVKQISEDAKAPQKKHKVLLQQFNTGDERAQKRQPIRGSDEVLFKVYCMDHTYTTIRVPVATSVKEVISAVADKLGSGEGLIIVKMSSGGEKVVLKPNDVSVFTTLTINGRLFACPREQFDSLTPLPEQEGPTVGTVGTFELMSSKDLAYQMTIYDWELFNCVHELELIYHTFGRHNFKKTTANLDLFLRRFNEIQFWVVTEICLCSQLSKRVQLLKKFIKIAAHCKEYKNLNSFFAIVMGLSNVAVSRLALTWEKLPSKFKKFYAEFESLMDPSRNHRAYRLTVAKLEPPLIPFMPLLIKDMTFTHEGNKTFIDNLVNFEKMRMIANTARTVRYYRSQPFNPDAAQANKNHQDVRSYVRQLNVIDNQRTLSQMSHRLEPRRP
#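 EPAC2 (100 nM) mixed with Rap1B loaded with BODIPY-GDP (250 nM) plus 50 uM unlabeled GDP; compounds pinned in, 5 min RT, then read every 5 min for 30 min (ex 480, em 540 nm). Normalized to cAMP control.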
# EPAC1 ag – agonists of human EPAC1; AID 720707; 360,000 compounds, 0.073% hits; EPAC1 agonist qHTS, biochemical assay; response scale: 100% = response to 6.5 mM cAMP; Potency, µM (top dose mostly 154 µM), inactives show top-dose activation, most hits filed as activators; note: nearly all actives have a fitted effect of over 60% in size
#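 Nucleotide exchange assay: 100 nM EPAC1 with 250 nM Rap1B loaded with BODIPY-GDP and 50 uM GDP, room temperature. Fluorescence (480/540 nm) read every 5 min for 30 min; signal change normalized to 6.5 mM cAMP as full agonist.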
# EPAC2 antag – blocks human EPAC2 exchange factor. Q8WZA2. EPAC2 GEF exchange of Rap1B-BODIPY-GDP, fluorescence. Potency, µM (doses to about 114 µM), for the others: top-dose activity, negative = inhibition, usual class: inhibitors. 360,000 compounds, 0.18% hits; note: % is set by controls: 0 for no effect and ±100 for the full control effect; nearly all actives have a fitted effect of over 45% in size; many of its hits are not listed in these tables
# aSyn rescue – inhibitors of alpha-synuclein toxicity in yeast; Yeast expressing alpha-synuclein, growth rescue, BacTiter-Glo, 24 h; Potency, µM (top dose mostly 46.1 µM), for the others: top-dose growth rescue (activation), hits mostly activators; 370,000 compounds, 0.14% hits; AID 652106; note: % of control where 0% means no effect; nearly all actives have a fitted effect of over 65% in size
#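 Rescue of yeast growth: cells expressing toxic alpha-synuclein, induced in galactose at OD600 0.02, incubated with compound 24 h at 30 C. ATP luminescence quantified growth; inhibitors of toxicity appear as activators.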
# PTHR1 agonist – activates the human parathyroid hormone receptor PTHR1; Q03431; HEK293 GP2 PTHR1 cells, GloSensor cAMP luminescence, 1 h; 410,000 compounds, 0.075% hits; AID 743266; Potency, µM (titrated, usually from 115 µM), for inactives: top-dose activation, hits mostly activators; note: nearly all actives have a fitted effect of over 55% in size; some results filed as inactive show a strong effect at the top dose; inactives centre near -15; many of its hits are not listed in these tables
#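 HEK-293-derived GP2 cells expressing PTHR1 and a GloSensor cAMP reporter, 3,000/well, plated overnight, given luciferin plus IBMX (each 0.5 mM as added) for 1 h at 37 °C, then compound for 1 h at 37 °C. Luminescence was read after 15 min at room temperature.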
# EPAC1 antag – antagonists of human EPAC1; O95398; EPAC1 GEF assay, Rap1b-BODIPY-GDP exchange fluorescence; Potency, µM (highest dose often 115 µM), without a hit: at the highest dose activity change, negative = inhibition, hits mostly inhibitors; 360,000 compounds, 0.14% hits;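 note: plate controls were vehicle for no effect and positive control for full effect; nearly all actives have a fitted effect of over 50% in size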
# TDP-43 yeast inh – rescues yeast growth from TDP-43 toxicity | Potency, µM (top dose mostly 46.1 µM), for the others: top-dose growth rescue (activation), usual class: activators | TDP-43 expressing yeast growth rescue, BacTiter-Glo, 24 h | 410,000 compounds, 1.8% hits; note: % of control where 0% means no effect; nearly all actives have a fitted effect of over 50% in size
#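 Yeast expressing TDP-43 (pregrown in raffinose, seeded at OD600=0.02 in galactose medium) exposed to compounds 24 hr at 30 deg C. Growth read by BacTiter-Glo luminescence; rescue of toxicity appears as increased signal.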
# FUS yeast rescue – suppressors of FUS proteinopathy in yeast. S. cerevisiae FUS-expressing, growth rescue, OD600, 24 h. Potency, µM (top dose mostly 76.6 µM), for inactives: at the top dose growth rescue (activation), hits mostly activators. 390,000 compounds, 0.24% hits. AID 1347120;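 note: plate controls were DMSO vehicle for no effect and reference control for full effect; nearly all actives have a fitted effect of over 55% in size; some results filed as inactive show a strong effect at the top dose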
#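 Yeast FUS proteinopathy model; galactose-induced FUS (2%), starting OD 0.005. Cpds in dilution series, 24hr, 30C, 99% humidity. Abs 600 nm growth. Pos ctrl CP55940 (top 92uM final); neg ctrl DMSO.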
# * marks the source's active call; other numbers are inactive results; i = inactive; u = inconclusive; x = no result given; [ ] = dose if it differs, or a comment. Calls come from the whole dose curve; as a rule, active = well fitted curve in the direction sought with a large enough effect; inconclusive = small, poorly fitted or top-dose-only effect, or another doubt; inactive = no such curve, though single readings can be large; an effect the other way counts as inactive or inconclusive. Potency is the fitted concentration of half-maximal effect.
# Start of the listing, in advance (eleven entries):
# Second line of a record: EPAC2 agonist, EPAC1 ag, EPAC2 antag, aSyn rescue, PTHR1 agonist, EPAC1 antag, TDP-43 yeast inh, FUS yeast rescue
1: COc1ccc(OC)c(C(C(=O)NCc2ccco2)N(C(=O)Cn2nnc3ccccc32)C(C)C)c1 (configuration not stated)
  13%, -6%, -5%, -1%, -7%, -5%, -1%, -10%
2: COc1ccccc1/C=N/NC(=O)c1nnn(-c2nonc2N)c1CSC1=NCCS1
  12%, 6%, -2%, -7%, -14%, -24%, 7%, x
3: CCCc1nnc(NS(=O)(=O)c2ccc(C)cc2)o1
  -2%, 4%, 1%, 6%, -27%, 2%, 19%, x
4: Clc1ss/c(=N\c2ccccn2)c1Cl
  -5%, 10%, 4%, 10%, -11%[57.5 µM], -1%, 23%, -15%
5: CC(Oc1ccc(Cl)cc1)C(=O)Nc1ccc(S(=O)(=O)N2CCOCC2)cc1 (configuration not stated)
  -7%, 6%, -7%, 0%, -12%, -13%, 17%, 9%
6: Cc1ccc(Cn2nnc3c(=O)[nH]c(C4CCN(S(=O)(=O)c5ccccc5)CC4)nc32)cc1
  2%, 8%, 1%, -7%, i, -3%, -8%, u
7: Cc1ccc(C)c(S(=O)(=O)Nc2ccc(O)c(Sc3ncn[nH]3)c2)c1
  2%, 17%, 7%, -1%, -20%, 2%, 6%, 0%
8: CSc1ccccc1NC(=O)CN(C)CC(=O)Nc1cc(C)ccc1C
  8%, -9%, -4%, 8%, -23%, -9%, -1%, 14%
9: CCOC(=O)N1CCN(C(=O)c2ccccc2SCC(=O)NCC2CCCCC2)CC1
  6%, -1%, -2%, 0%, i, 5%, 14%, 5%
10: CC(C)N(C(=O)COC(=O)c1cccc(S(=O)(=O)N2CC3(C)CC2CC(C)(C)C3)c1)C(C)C (configuration not stated)
  -6%, -16%, -16%, -11%, -26%, -29%, -2%, 44%
11: CCOc1c(Br)cc(/C=N\NC(=O)c2ccccc2)cc1OC
  24%, -7%, -9%, -6%, i, -6%, 3%, 0%

# Results, from the start:
# Second line of a record: EPAC2 agonist, EPAC1 ag, EPAC2 antag, aSyn rescue, PTHR1 agonist, EPAC1 antag, TDP-43 yeast inh, FUS yeast rescue
1: COc1ccc(OC)c(C(C(=O)NCc2ccco2)N(C(=O)Cn2nnc3ccccc32)C(C)C)c1 (configuration not stated)
  13%, -6%, -5%, -1%, -7%, -5%, -1%, -10%
2: COc1ccccc1/C=N/NC(=O)c1nnn(-c2nonc2N)c1CSC1=NCCS1
  12%, 6%, -2%, -7%, -14%, -24%, 7%, x
3: CCCc1nnc(NS(=O)(=O)c2ccc(C)cc2)o1
  -2%, 4%, 1%, 6%, -27%, 2%, 19%, x
4: Clc1ss/c(=N\c2ccccn2)c1Cl
  -5%, 10%, 4%, 10%, -11%[57.5 µM], -1%, 23%, -15%
5: CC(Oc1ccc(Cl)cc1)C(=O)Nc1ccc(S(=O)(=O)N2CCOCC2)cc1 (configuration not stated)
  -7%, 6%, -7%, 0%, -12%, -13%, 17%, 9%
6: Cc1ccc(Cn2nnc3c(=O)[nH]c(C4CCN(S(=O)(=O)c5ccccc5)CC4)nc32)cc1
  2%, 8%, 1%, -7%, i, -3%, -8%, u
7: Cc1ccc(C)c(S(=O)(=O)Nc2ccc(O)c(Sc3ncn[nH]3)c2)c1
  2%, 17%, 7%, -1%, -20%, 2%, 6%, 0%
8: CSc1ccccc1NC(=O)CN(C)CC(=O)Nc1cc(C)ccc1C
  8%, -9%, -4%, 8%, -23%, -9%, -1%, 14%
9: CCOC(=O)N1CCN(C(=O)c2ccccc2SCC(=O)NCC2CCCCC2)CC1
  6%, -1%, -2%, 0%, i, 5%, 14%, 5%
10: CC(C)N(C(=O)COC(=O)c1cccc(S(=O)(=O)N2CC3(C)CC2CC(C)(C)C3)c1)C(C)C (configuration not stated)
  -6%, -16%, -16%, -11%, -26%, -29%, -2%, 44%
11: CCOc1c(Br)cc(/C=N\NC(=O)c2ccccc2)cc1OC
  24%, -7%, -9%, -6%, i, -6%, 3%, 0%
12: COc1ccc(Cl)cc1NC(=O)CN1CCN(Cc2ccccc2)CC1
  16%, 8%, -3%, -2%, -66%[inhibitor], -24%, u, 8%
13: C/C(=N\NC(=O)COc1ccc(C(C)(C)C)cc1)c1ccc(N2CCOCC2)cc1
  -7%, -1%, -6%[57.1 µM], 0%, -10%, -12%, 10%, 1%
14: CCOc1ccc(N2C(=O)CC(Sc3nnnn3-c3ccccc3)C2=O)cc1 (configuration not stated)
  1%, 4%, -4%, 9%, i, 2%, 15%, -6%
15: CC(=O)c1cccc(N2C(=O)CC(N3CCN(S(=O)(=O)c4ccc(Cl)cc4)CC3)C2=O)c1 (configuration not stated)
  4%, 5%, 19%, -3%, i, -12%, 1%, -10%
16: CN(C)S(=O)(=O)c1cccc(NC(=O)COC(=O)C2(c3ccccc3F)CCCC2)c1
  6%, 9%, -2%, 1%, -26%, -29%, 0%, 19%
17: Cn1c(=O)oc2cc(S(=O)(=O)CCC(=O)Nc3ccccc3)ccc21
  1%, 5%, -3%, 0%, i, 2%, 5%, -9%
18: Cc1cc(C)c(NC(=O)CN2C(=O)NC3(CCc4ccccc43)C2=O)c(Cl)c1 (configuration not stated)
  3%, -11%, -10%, 9%, -15%, -22%, 24%, 15%
19: COC(=O)C(CCC(C(=O)OC)N1C(=O)c2ccccc2C1=O)N1C(=O)c2ccccc2C1=O (configuration not stated)
  6%, 3%, -25%, 5%, -20%, 3%, -4%, x
20: Cc1ccc(NC(=O)CSc2nnc(N)s2)cc1S(=O)(=O)N1CCCCC1
  8%, 6%, -1%, 1%, -34%, -13%, 8%, x
21: O=C(NCCc1ccccc1)C(=O)Nc1nccs1
  2%, -6%, 0%, -1%, i, 6%, 10%, x
22: Cc1ccc(C(C(=O)NCC2CCCO2)N(C(=O)c2snc(C(N)=O)c2N)c2ccc3c(c2)OCCO3)cc1 (configuration not stated)
  7%, -5%, -6%, 7%, i, -11%, -15%, 29%
23: Cc1ccc(C(=O)CSc2nnc3n2CCCCC3)s1
  3%, 1%, 0%, 7%, -33%[inhibitor], 2%, 27%, -1%
24: Clc1ccc(-n2nnc(-c3ncc[nH]3)n2)cc1Cl
  13%, -16%, -20%, -2%, -20%, -12%, 11%, -3%
25: O=c1c2ccccc2nnn1CSc1nnnn1-c1ccc(O)cc1
  13%, -4%, 1%, -3%, -37%[inhibitor], 2%, 0%, -10%
26: O=S(=O)(/N=S1\CC=CCN1S(=O)(=O)c1ccccc1)c1ccccc1 (configuration not stated)
  11%, 9%, -18%, -25%, -9%, -17%, u, 14%
27: CCC1(C)Cc2c(sc3nn[nH]c(=O)c23)CO1 (configuration not stated)
  9%, 1%, 1%, 0%, -11%[57.5 µM], -4%, -1%, 7%
28: Cn1c(=O)cc(OCCCC(=O)NCc2ccccn2)c2ccccc21
  12%, 6%, -2%, -4%, -14%, 11%, -6%, -5%
29: CCOc1ccc(/C=N/OCC(=O)Nc2cc(C)on2)cc1
  -12%, -14%, 3%, 1%, i, -19%, -18%[0.397 µM], 12%
30: Cc1csc(C(C)NC(=O)c2ccc(OC3CCN(CCc4ccccc4)CC3)cc2)n1 (configuration not stated)
  3%, -2%, -7%, -2%, u, 0%, 17%, 0%
31: COc1ccc(N2CCN(C(c3cccs3)C(C)NC(=O)C(=O)N3CCCC3)CC2)cc1 (configuration not stated)
  10%, 4%, -1%, -7%, i, -5%, 1%, 27%
32: O=C1/C(=C/c2ccccc2)NC(=S)N1C(c1ccccc1)c1ccccc1
  1%, 17%, 3%, 6%, i, 7%, -4%, 5%
33: Cc1cccc(/C=C2\Sc3ccc(C(=O)N4CCC(C)CC4)cc3N(C)C2=O)c1
  8%, -5%, 0%, 0%, -6%, -2%, -5%, 31%
34: Cc1ccc(C23CC4CC(CC(C(=O)N(C)C)(C4)C2)C3)cc1
  6%, -12%, u, 10%, i, -17%, 12%, 19%
35: CN(C(=O)c1cccc(NC(=O)Cc2ccc(NC(=O)C3CCCN(C(=O)C4CCC4)C3)cc2)c1)C1CCC1 (configuration not stated)
  -10%, -5%, 7%, 2%, -8%, -6%, 29%, 22%
36: c1ccc(-n2nnc(-c3nccs3)n2)cc1
  7%, -4%, 11%, -7%, -58%[inhibitor], -13%, 5%, -22%
37: O=c1c2ccsc2ncn1Cc1ccc(Cl)cc1
  15%, -2%, 23%, 1%, i, 9%, 30%, -23%
38: Cc1ccc(/C=C(\C#N)C(=O)Nc2ccccn2)o1
  3%, -3%, 11%, -3%, i, 0%, u, 22%
39: Cc1nn(C)cc1C(C)NC(=O)c1cc(COc2c(F)cccc2F)on1 (configuration not stated)
  1%, -13%, -7%, 6%, -28%, 16%, 1%, -10%
40: Cc1cc(O)c2c(CN3CCN(Cc4ccccc4)CC3)cc(=O)oc2c1
  4%, -4%, -18%, 8%, -50%[inhibitor], -3%, 22%, -11%
41: CCOc1ccc(NC(=O)N2CCC(NC(=O)C(Cc3ccccc3OC)NC(C)=O)CC2)cc1 (configuration not stated)
  -2%, 7%, 0%, 1%, i, -4%, 6%, -4%
42: CCOc1ccccc1-n1nnnc1SCC(=O)NC(=O)NCc1ccco1
  11%, 0%, 12%, 3%, -16%, 10%, 0%, 54%
43: CCOC(=O)c1cc(CC)sc1NC(=O)CCC(=O)O
  1%, 6%, -3%, 14%, i, 2%, -3%, -20%
44: Cc1ccc(NC(=O)CN2C(=O)NC(Cc3ccccc3)C2=O)cc1Cl (configuration not stated)
  -7%, -12%, -16%, 0%, 0%, 0%, -1%, -26%
45: CCN(CC(=O)Nc1ccc(NC(C)=O)cc1)C(=O)c1ccc(N2CCCC2)c([N+](=O)[O-])c1
  19%, 3%, 17%, 7%, i, 14%, -4%, 7%
46: CC(C)N(C)C1CCN(C(=O)Nc2ccc(Cl)cc2)CC1
  4%, 11%, 3%, -2%, u, 23%, -20%, 16%
47: Cc1ccc(C(=O)Nc2ccc3c(c2)C(=O)N(C)C3=O)c(C)c1
  -6%, -21%, 0%, -2%, i, -16%, 10%, 11%

# An excerpt; the hit share may differ from the screen's.
